Assay outcomes from PubChem BioAssay.
aSyn tox rescue = rescues yeast growth from alpha-synuclein toxicity; S. cerevisiae alpha-synuclein toxicity rescue, BacTiter-Glo growth, 24 h; Potency, µM (doses to about 46.1 µM), without a hit: top-dose growth rescue (activation), hits mostly activators; 94,000 compounds, 0.02% hits; AID 1347070; active = well fitted activation curve with a large enough effect; inconclusive = small, poorly fitted or top-dose-only effect; also: 0% is about no effect
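Growth restoration measured by BacTiter-Glo luminescence after 24 hr at 30 deg C; alpha-synuclein yeast, raffinose-pregrown to mid-log, were added at OD600=0.02 in galactose medium onto pinned compounds.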
Starred values were filed as active, the others as inactive; ? = inconclusive. Potency is read from the fitted curve at half-maximal effect. Not all compounds are listed; count on the stated rates, not on these rows.

SMILES	aSyn tox rescue
CCOC(=O)c1cnc2c(C)cc(C)cc2c1NCCc1ccc(OC)c(OC)c1	4%
N#Cc1cccc(NC(=O)C2CCN(c3ncccn3)CC2)c1	-3%
CCCn1c(CN2CCN(C(=O)OCC)CC2)nc2c1c(=O)n(C)c(=O)n2C	6%
CCN(CC)c1ccc2cc(-c3nc4sc5c(c4c(=O)[nH]3)CCC(C(C)(C)C)C5)c(=O)oc2c1 (configuration not stated)	-4%
COC(=O)CNC(=O)N1CCN(S(=O)(=O)c2ccc3c(ccn3C)c2)CC1	-5%
Cc1nn(C)c(=O)c(N)c1-c1cc(-c2ccc(Cl)c(Cl)c2)n[nH]1	3%
COc1ccc2c(C)c(CCC(=O)NCc3cccc(Cl)c3)c(=O)oc2c1	2%
CN(c1ccccc1)S(=O)(=O)c1cccc(C(=O)N2CCCCCC2)c1	-6%
Cc1ccc(Cl)cc1N1CCN(C(=O)c2ccc(CS(=O)(=O)c3ccccc3C)o2)CC1	27%
CCN(CC)c1cc(C)c2cc(NC(=O)c3cccc(OC)c3)ccc2n1	6%
Cc1ccc(CNC(=O)CCCCCn2c(=O)c3sccc3n(CC(=O)Nc3ccc(C)c(F)c3)c2=O)cc1	-5%
Cc1cccc(-n2ncc(C(=O)N3CCN(c4ccc(Cl)cc4)CC3)c2C2CCN(C(=O)OC(C)(C)C)CC2)c1	-7%

Some of the entries so far, with bars between the fields.
SMILES | aSyn tox rescue
CCOC(=O)c1cnc2c(C)cc(C)cc2c1NCCc1ccc(OC)c(OC)c1 | 4%
N#Cc1cccc(NC(=O)C2CCN(c3ncccn3)CC2)c1 | -3%
CCCn1c(CN2CCN(C(=O)OCC)CC2)nc2c1c(=O)n(C)c(=O)n2C | 6%

(further entries)
SMILES	aSyn tox rescue
Cc1ccc(S(=O)(=O)NC(C(=O)O)c2ccccc2)cc1 (configuration not stated)	10%
CCCCn1c(N)c(N(CCC(C)C)C(=O)c2oc3ccc(OCC)cc3c2C)c(=O)[nH]c1=O	-7%
Cc1c(C(=O)Nc2ccncc2)sc2nc(-c3ccc(F)cc3)cn12	3%
COc1ccc(C)cc1NC(=O)CCS(=O)(=O)c1cc2c3c(c1)CCN3C(=O)CC2	1%
O=C1CN(C(=O)c2c(F)cccc2Cl)C(c2ccc(F)cc2)c2cc(Br)ccc2N1 (configuration not stated)	?
CC(NC(=O)c1cccc(Nc2nc3ccccc3n3nnnc23)c1)c1ccccc1 (configuration not stated)	-9%
CCc1ccc(NC(=O)C2=CC(c3ccc4c(c3)OCO4)=NS(=O)(=O)N2C)cc1	-2%
O=C(NCCc1nc2ccccc2n1Cc1ccc(F)cc1)c1ccco1	-3%
Cc1ccc(S(=O)(=O)N2CC3(O)CN(C(=O)OC(C)C)N(C(=O)OC(C)C)CC3(OC(=O)Nc3cccs3)C2)cc1 (configuration not stated)	7%
O=C(CCCCCn1c(=O)c2sccc2n(Cc2ccccc2Cl)c1=O)NCc1ccc2c(c1)OCO2	4%
CCN(CC)C(=O)c1sc2c(c1C)c(=O)n(-c1ccc(OC)cc1OC)c(=O)n2CC(=O)Nc1ccccc1	5%
O=C(CNC(=O)Cc1cccc2ccccc12)NCc1ccccc1F	3%
COc1ccc(CNC(=O)COC(=O)c2cccs2)cc1	10%
CC(=O)c1cccc(NC(=O)CCn2nc(C)c(S(=O)(=O)N3CCCCC3)c2C)c1	-7%
CCC(C)(C)NC(=O)C(c1ccc(OC)cc1)N(Cc1ccccc1)C(=O)CCC(=O)Nc1cc(C)on1 (configuration not stated)	10%
Cc1ccc(S(=O)(=O)NCCC(=O)NCCOc2ccccc2)cc1	-9%
Cc1cc(NC(=O)CSc2cn(CCNC(=O)c3ccc(Cl)cc3)c3ccccc23)no1	-4%
O=c1oc2c(-c3ccc([N+](=O)[O-])cc3)cc(O)cc2s1	-2%
Oc1c(CN2CCCCC2)cc(Br)c2cccnc12	?
Cc1ccc(N2CCN(C(=O)c3cn(C)c4ccc(S(=O)(=O)N5CCCC5)cc4c3=O)CC2C)cc1 (configuration not stated)	-5%
COc1ccccc1NC(=O)C1=C(C)Nc2nc(SC)nn2C1c1ccccc1Cl (configuration not stated)	-1%
Cc1cc(-c2ccc(C)c(S(=O)(=O)NCc3cccs3)c2)on1	4%
CCOc1ccc(OCC(=O)Nc2ccccc2C(F)(F)F)cc1	-4%
COc1cccc(CNC(=O)c2cccc(NC(=O)C3=C(C)OCCS3)c2)c1	5%
Nc1nc(NCCO)nc(NCc2ccccc2)c1[N+](=O)[O-]	-21%
O=c1cc(-c2ccccc2)oc2cc(OCc3ccccc3)cc(O)c12	-8%
COc1ccc(CNC(=O)CCCn2nc(C)c3c(C)n(-c4ccccc4)nc3c2=O)cc1	4%
Cc1noc(C)c1CSc1ccccc1C(=O)O	-4%
COc1ccc(/C=C\c2onc(C)c2S(=O)(=O)N2CCC(C(=O)Nc3cccc(OC)c3)CC2)cc1	10%
CCC(CC)c1nnc(NC(=O)COc2ccc3c(c2)OCO3)s1	-5%
COCCCNC(=S)Nc1ccccc1[N+](=O)[O-]	-13%
COc1cc(N(C(C)=O)c2ccc(O)cc2)c2ncccc2c1	11%
CCC(=O)Nc1nc2ccc([N+](=O)[O-])cc2s1	-4%
CCCCn1c(SCC(=O)Nc2cc(C)on2)nnc1-c1cccs1	7%
COc1ccc(NC(=O)COc2ccccc2C(N)=O)cc1S(=O)(=O)N1CCCCC1	4%
CC(C)(C)OC(=O)N1CCC(c2c(C(=O)N3CCN(c4ncccn4)CC3)cnn2-c2ccccc2)CC1	-10%
Cc1nn(C(C)(C)C)c(OC(=O)c2cccc(F)c2)c1Sc1ccccc1	-8%
CCCCNc1nc2c(-c3cccc(C)c3)nnn2c2ccccc12	3%
COc1ccc(Cl)cc1NC(=O)CN(c1cc(C)cc(C)c1)S(=O)(=O)c1c(C)n[nH]c1C	3%
CCc1cc(C(=O)N/N=C/c2ccc(O)cc2)c2ccccc2n1	-2%
CC1CCCCN1C(=O)COC(=O)CSc1ccc(C(N)=O)cc1[N+](=O)[O-] (configuration not stated)	-1%
CC1CC(C)CN(C(=O)c2ccc(NS(=O)(=O)c3ccc4[nH]c(=O)[nH]c4c3)cc2)C1 (configuration not stated)	4%
COc1ccc(N2CCN(C(CNC(=O)c3cccc(OC)c3)c3cccnc3)CC2)cc1 (configuration not stated)	-1%
CCc1ccc(NC(=O)Cn2c(=O)n(Cc3ccc(C)cc3)c(=O)c3cccnc32)cc1	-3%
C=CCc1c(N(CC)CC)nc(C)[nH]c1=O	-15%
CCCCn1c(CNC(=O)C23CC4CC(CC(C4)C2)C3)nnc1SCC(=O)Nc1nnc(C)s1	-6%
COc1cc(NS(=O)(=O)c2cc3c(cc2C)N(C)CCO3)cc(OC)c1OC	-12%
COc1cccc2c1SCc1ccccc1C2CC(N)=O (configuration not stated)	1%
CCOc1ccc(Nc2nc(N)c(C(=O)c3ccccc3Cl)s2)cc1	?
Cc1cc(OCC(=O)OCC(=O)c2ccc[nH]2)ccc1Cl	-7%
Cc1ccc(S(=O)(=O)N(C)c2ccc(OC(=O)CN3C(=O)NC4(CCCC4)C3=O)cc2)cc1	7%
NS(=O)(=O)c1ccc(CCNC(=O)Cn2c(-c3cccs3)cc3ccccc32)cc1	-3%
CCOP(=O)(NC(c1ccccc1)c1nc2ccccc2[nH]c1=O)OCC (configuration not stated)	4%
CN(Cc1ccco1)C(=O)c1cccc(S(=O)(=O)N2CCN(Cc3ccccc3)CC2)c1	2%
Cc1ccc(NC(=O)CCCn2c(=O)c3cccn3c3cccnc32)cc1C	-1%
Cc1ccc(CCNC(=O)CCn2nc(-c3ccc(C)cc3)ccc2=O)cc1	5%
Cc1ccc(S(=O)(=O)c2nnn3c2nc(NCc2ccccc2Cl)c2sccc23)cc1	-4%
CCOc1ccc(NS(=O)(=O)c2ccc3[nH]c4c(c3c2)CCCCC4)cc1	-28%
O=C1c2ccccc2C(Nc2ccccc2)N1c1ccc(Cl)cn1 (configuration not stated)	0%
Cc1ccc(S(=O)(=O)NCCc2sc3nc(-c4ccccc4)nn3c2C)cc1C	19%

Brought forward from above: 2 entries, then new ones.
SMILES	aSyn tox rescue
O=C1c2ccccc2C(Nc2ccccc2)N1c1ccc(Cl)cn1 (configuration not stated)	0%
Cc1ccc(S(=O)(=O)NCCc2sc3nc(-c4ccccc4)nn3c2C)cc1C	19%
CCCN(CCC)CC(=O)N1CC(=O)Nc2ccccc21	-12%
CCOc1ccc(CC(=O)Nc2c(C(N)=O)oc3ccc(Br)cc23)cc1OCC	-2%
O=C(NCCc1csc(-c2cccnc2)n1)c1ccc(Br)o1	-7%
O=[N+]([O-])c1cc2c(c(CSc3nnc4ccccn34)c1)OCOC2	-3%
Cc1ccc(S(=O)(=O)NC(CCC(N)=O)C(=O)NCc2ccc3c(c2)OCO3)c(C)c1 (configuration not stated)	-2%
O=C1OC(C(=O)Nc2cc(C(F)(F)F)ccc2Cl)Cc2ccccc21 (configuration not stated)	-7%
CCOc1ccc(NC(=O)C2Cc3ccccc3N2C(=O)c2ccccc2)cc1 (configuration not stated)	7%
CC1CN(C(=O)COC(=O)c2ccccc2O)CC(C)O1 (configuration not stated)	-1%
O=C(CCS(=O)(=O)c1cc(Br)cc2c1N(C(=O)C1CC1)CC2)Nc1ccc(F)cc1	-16%
COCCn1c(SCC(=O)Nc2cc(C)on2)nc2c(c1=O)SC(C)C2 (configuration not stated)	-5%
Cc1cccc(C)c1NC(=O)Cn1c(=O)n(Cc2ccc(C(=O)NCc3ccco3)cc2)c(=O)c2sccc21	-17%
Cc1cc(C)cc(NC(=O)CSc2nc(CSc3ccc(Cl)cc3)cc(=O)[nH]2)c1	-4%

Four compounds drawn at random from the list so far, as already listed:
SMILES	aSyn tox rescue
CCOc1ccc(NC(=O)C2Cc3ccccc3N2C(=O)c2ccccc2)cc1 (configuration not stated)	7%
O=C1OC(C(=O)Nc2cc(C(F)(F)F)ccc2Cl)Cc2ccccc21 (configuration not stated)	-7%
Cc1cccc(C)c1NC(=O)Cn1c(=O)n(Cc2ccc(C(=O)NCc3ccco3)cc2)c(=O)c2sccc21	-17%
O=[N+]([O-])c1cc2c(c(CSc3nnc4ccccn34)c1)OCOC2	-3%

Further entries follow.
SMILES	aSyn tox rescue
Nc1ccc(S(=O)(=O)c2ccc(N3CCOCC3)c(N)c2)cc1	-9%
Cc1cccc(CSc2ccc3nnc(CCNS(=O)(=O)c4ccccc4)n3n2)c1	5%
CCOc1ccc(N(CCCCO)C(=S)NC(=O)c2ccc(C)c(Br)c2)cc1	12%
N=c1sccn1CC(=O)Nc1cc(Cl)ccc1[N+](=O)[O-]	7%
O=C(NCCc1ccccc1)c1c2c(nc3ccccc13)C(=O)N(C1CCCCC1)C2	1%
Cc1oc2ncn(CC(C)C)c(=O)c2c1C(=O)NCCCN1CCC(C)CC1	-3%
CCOC(=O)COc1ccc(-c2nnn(CC(=O)Nc3ccccc3)n2)cc1	9%
Cc1cc(C)cc(NC(=O)CSc2oc(-c3ccco3)nc2S(=O)(=O)c2ccccc2)c1	5%
COc1ccc(C2=NS(=O)(=O)N(C)C(C(=O)NC3CCCC3)=C2)cc1	2%
Cc1cc2cc(CNC(=O)c3ccc(S(=O)(=O)N4CCCCC4)cc3)ccc2[nH]1	1%
CCOc1ccc(/C=C/c2nc(C#N)c(N3CCN(c4ccc(OC)cc4)CC3)o2)cc1	4%
Cc1oc2c(c1C(=O)Nc1ccccc1Br)C1=NCCN1C=N2	-12%
CCOC(=O)C1=C(C)NC(=O)CC1c1cc(OC)c(OC)cc1Br (configuration not stated)	8%
COc1cccc(NC(=O)CN2C(=O)COc3ccc(Cl)cc32)c1	4%
CCOC(=O)c1cccc(NC(=O)CCS(=O)(=O)c2ccc3c(c2)CC(=O)N3C)c1	-15%
COc1ccc(-n2ccnc(NCCc3ccccc3)c2=O)cc1OC	0%
CC1(c2ccc(Cl)cc2)CC(C)(C)N(C(=O)c2ccccc2)c2ccccc21 (configuration not stated)	-8%
COc1ccc(CNC(=O)CSc2nc3ccccc3nc2Cc2ccccc2OC)cc1	2%
Cc1cccc(C(=O)NCC(=O)OCc2cc(=O)n3nc(C4CC4)sc3n2)c1	3%
O=C(CN1C(=O)COc2ccc(S(=O)(=O)N3CCCCCC3)cc21)NCc1ccc(F)cc1	1%
O=C(NCc1ccc(Cl)cc1)C1CCN(c2nnc(N3CCCC3=O)s2)CC1	-4%
CC(C)OCCCNC(=O)c1ccc2c(c1)N(Cc1c(F)cccc1Cl)C(=O)c1ccccc1S2	11%
CC(C)NC(=O)C1CCN(C(=O)N2CCOc3ccc(Cl)cc32)CC1	0%
CCN(CC)CCNC(=O)c1ccc(-n2c(-c3ccccc3)cc3c2CCCC3)cc1	-3%
COc1ccc(N(CCC#N)C(=O)/C(C#N)=C\c2cccs2)cc1	12%
COc1ccc(-c2nc(SCC(=O)Nc3ccc4c(c3)OCCO4)c(-c3ccc(C)cc3)[nH]2)cc1OC	5%
Cc1ccc(NC(=O)C2CCC(N3C(=O)C4CCCCC4C3=O)CC2)cc1 (configuration not stated)	0%
CCOC(=O)C1CNc2cc(S(=O)(=O)CC)ccc2O1 (configuration not stated)	-16%
CCn1nc(C)c(CCN(C)C(=O)Nc2cc(Cl)c(OC)cc2OC)c1C	-3%
Cc1ccc([C@H]2C[C@@H](O)[C@H](n3cc(-c4ccc(F)cc4)nn3)CN2C(=O)c2cccs2)cc1	9%
Cc1ccc(/C(O)=C2/C(=O)C(=O)N(CCCn3ccnc3)C2c2cccnc2)cc1 (configuration not stated)	-8%
O=C(COCc1cc(-c2cccs2)on1)Nc1cccc(O)c1	-13%
Cc1c(C)c2cc(Cl)c(OCC(=O)Nc3ccccn3)cc2oc1=O	-11%

Structures from the list above that have a CF3 group, in the order listed:
SMILES	aSyn tox rescue
CCOc1ccc(OCC(=O)Nc2ccccc2C(F)(F)F)cc1	-4%
O=C1OC(C(=O)Nc2cc(C(F)(F)F)ccc2Cl)Cc2ccccc21 (configuration not stated)	-7%
